LDHA block = LDHA (human) enzyme inhibition; P00338; purified LDHA, NADH/diaphorase-resazurin fluorescence; stronger effect = lower value; activity change, % (values are at about 110 or 230 µM); hit rate 0.15% among 480,000; AID 1347041; in the data active = activity change below about -30%;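 note: plate controls were DMSO wells for no effect and wells without enzyme for full effect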
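LDH5 2 nM; NADH 0.06 mM, pyruvate 0.2 mM; 200 mM Tris pH 7.4, EDTA, Tween-20; 5 min RT. Detection: diaphorase 0.133 mg/mL + resazurin 37 µM, fluorescence ex540/em590 at 0 and 20 min; normalized to enzyme-free and DMSO wells.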
The depositor's hits bear a star. Some of the compounds tested. The share of hits here may be higher or lower than overall.

compound	LDHA block
NC(=S)N/N=C1/CCCCC1c1ccccn1 (stereo not drawn)	3
COc1cc(CNC(C)C)cc(OC)c1	5
COc1ccc(CNC(=O)Cn2c(=O)nc3n2C(=O)N(c2ccccc2)C3)cc1	-8
Cc1nc2cc(NC(=O)C(C)Oc3ccc(Br)cc3)ccc2o1 (stereo not drawn)	4
COc1ccc2cc(CNC(=O)CNC(=O)c3ccc(C)cc3)ccc2c1	12
CCS(=O)(=O)NC(CCSC)C(=O)O (stereo not drawn)	-5
CC(C)Oc1ccc(C(=O)Oc2ccc(C#N)cc2)cc1	3
O=S(=O)(c1ccc2c(c1)CCN2)N1CCCCC1	7
CCC(C)NC(=O)NCc1c(-n2cccc2)sc2c1CCN(C)C2 (stereo not drawn)	9
Cc1[nH]c(-c2ccccc2)nc1C(=O)O	2
COC(=O)Cn1c(C(=O)N(C)C)cc2c1C[C@H]1CN(C(=O)c3ccccc3)[C@@](Cc3ccc(F)cc3)(C(=O)OC)[C@@H]21	0
Cc1cc(C)c2cccc(C)c2n1	3
COc1cc(CNn2cnnc2)ccc1OCc1ccccc1F	-1
CCOC(=O)c1[nH]c(C)c(/C(Br)=C/Br)c1C	9
CCN(CC)C(=O)C1CCC(Cn2c(=O)c3sccc3n(Cc3ccccc3)c2=O)CC1 (stereo not drawn)	5

Retrieved by compound from the list above, 2 records:
compound	LDHA block
COC(=O)Cn1c(C(=O)N(C)C)cc2c1C[C@H]1CN(C(=O)c3ccccc3)[C@@](Cc3ccc(F)cc3)(C(=O)OC)[C@@H]21	0
O=S(=O)(c1ccc2c(c1)CCN2)N1CCCCC1	7

Other structures:
compound	LDHA block
CCOC(C(=O)NC(C)CC)(c1ccccc1)c1ccccc1 (stereo not drawn)	-2
Cc1nn(CN2CCN(S(=O)(=O)c3c(Cl)cccc3Cl)CC2)c(=O)c2ccccc12	2
C#CCCC(=O)Nc1sc2c(c1-c1nc3ccccc3s1)CCNC2	9
Cc1ccc(C(=O)Nc2cc(NC(=O)c3ccc(C)c(C)c3)cc(C(=O)O)c2)cc1C	7
CC1Sc2ccc(C(=O)Nc3nc(-c4ccc(Cl)cc4)cs3)cc2NC1=O (stereo not drawn)	-3
CC(=O)c1cccc(NC(=O)C2CCN(c3nc4ccccc4nc3OC(C)C)CC2)c1	5
N#Cc1c(SCC(=O)N2CCOCC2)nc(N2CCCC2)c2c1CCCC2	15
CCCCN1CC(C(=O)Nc2ccc(C(=O)Nc3ccccc3F)cc2)CC1=O (stereo not drawn)	4
CC(C)(C)c1noc(CN2CCN(c3cccc(F)c3C#N)CC2)n1	-12
CCOc1ccc(C(=O)C(C)OC(=O)Cn2cnc3ccccc3c2=O)cc1 (stereo not drawn)	1
O=C(CSC12CC3CC(CC(C3)C1)C2)NCCc1ccc(F)cc1	0
Cc1nnc(NC(=O)c2cc(-c3ccccc3C)nc3ccccc23)s1	3
O=S(=O)(c1ccc(Sc2nnnn2C2CC2)nc1)N1CCOCC1	3
CC(=O)NC(C)(C)Cc1ccc(O)c(Br)c1	-4
COc1cc(CC(=O)OCCOc2ccc(Cl)cc2Cl)cc(OC)c1OC	7

The list goes on:
compound	LDHA block
CC1CC(C)CN(C(=O)c2ccc(-c3ccccc3)cc2)C1 (stereo not drawn)	-3
CCC(C)(CC(=O)O)Cc1nc2ccccc2s1 (stereo not drawn)	7
O=C(Nc1cc(F)ccc1F)c1nn(-c2ccccc2)c(=O)c2ccccc12	-11
CC(Sc1ccc2c(c1)OCCO2)C(=O)c1ccc(F)cc1 (stereo not drawn)	2
COc1ccc(C(=O)OCc2nc(N)c3ccccc3n2)cc1	-6
CN(C)C(=O)CSc1nc(C2CC2)nc2ccccc12	5
Cc1ccc2oc(=O)n(CCNC(=O)Nc3ccc4c(c3)OCCO4)c2c1	13
COC(=O)c1cccn2cc(CN3CCN(S(=O)(=O)c4cccc(C(F)(F)F)c4)CC3)nc12	-7
CCc1cccc(NC(=O)Cn2c(=O)cc(C(=O)NC)c3ccccc32)c1	-12
CC1(C(=O)NCc2ccccc2)CSCC(=O)N1C1CCN(Cc2ccccc2)CC1 (stereo not drawn)	3
O=C(Nc1ccc(-n2cncn2)nc1)C1CCCCC1	1
CNc1c(NC(=O)NCCC(C)C)c(=O)oc2ccccc12	2
Cc1cc(C)c(NC(=O)CC2(C(=O)O)CCCCC2)c(C)c1	12
O=C(COc1ccc([N+](=O)[O-])cc1)Nc1ccc2oc(-c3ccc(F)cc3)nc2c1	-13
COC(=O)CSc1nc2sc3c(c2c(=O)n1-c1ccc(OC)cc1)CC(C(C)C)OC3 (stereo not drawn)	-6

Reformatted field by field: part of the list above.
O=C(Nc1cc(F)ccc1F)c1nn(-c2ccccc2)c(=O)c2ccccc12
  LDHA block = -11
CC(Sc1ccc2c(c1)OCCO2)C(=O)c1ccc(F)cc1 (stereo not drawn)
  LDHA block = 2
COc1ccc(C(=O)OCc2nc(N)c3ccccc3n2)cc1
  LDHA block = -6
CN(C)C(=O)CSc1nc(C2CC2)nc2ccccc12
  LDHA block = 5

Carrying on:
compound	LDHA block
CN(C)C1(CNC(=O)CCc2c[nH]c3ccccc23)CCCCCC1	0
Cc1nc(-c2cccs2)c(CC(=O)N2CCN(c3cccc(Cl)c3)CC2)s1	-15
CCOc1ccccc1NC(=O)CSc1ncnc2ccccc12	-5
COc1ccc(/C=C/c2nn3c(-c4ccc(Cl)cc4)nnc3s2)cc1	12
CC(C)=CC(=O)NC(c1cccs1)C1CCCC1 (stereo not drawn)	4
COc1ccc(NC(=O)CN2CCN(c3nc(-c4ccco4)c4c(c3C#N)CCC4)CC2)cc1	2
CCCCn1c2c(c(=O)[nH]c1=O)C(c1ccc(Br)cc1)C1=C(COC1=O)N2 (stereo not drawn)	-1
COc1ccc(-c2nc(CSCC(=O)NCC(C)C)co2)cc1	0
Cc1nc(OCC(=O)Nc2ccc(C(C)C)cc2)c2ccccc2n1	8
CC1(C)Cc2c(C#N)c(Nc3ccccc3)n3c(SCC(=O)N4CCCCC4)nnc3c2CO1	39
COC(=O)c1cn(CC(=O)Nc2cccc(C(C)=O)c2)c2ccccc12	0
CCCc1ccc(C(=O)COC(=O)c2cccc(S(C)(=O)=O)c2)cc1	3
COc1ccc(N2CCCS2(=O)=O)cc1NS(=O)(=O)c1cc(C)ccc1C	2
O=C(C(=O)N1CCC(Cc2ccccc2)CC1)c1cccc(Br)c1	1
Cc1ccc(-c2cc(C(=O)O)c3cc(Cl)ccc3n2)cc1C	-4

Next part:
compound	LDHA block
CCOc1cc(CNCc2ccccn2)cc(Cl)c1OCc1ccc(F)cc1	6
Oc1ccc(Cl)cc1C=NCc1ccccc1C(F)(F)F	12
CC(=O)Nc1ccc(OCc2ccccc2)cc1	1
COc1ccc(C(=O)N2CCCC(C(=O)Nc3ccc(C)cc3)C2)c2ccccc12 (stereo not drawn)	1
S=c1sc2c(s1)SCCS2	5
CC(Oc1ccccc1)C(=O)N1CCN(Cc2cc(=O)n3nc(-c4ccccc4F)sc3n2)CC1 (stereo not drawn)	-4
Cc1ccc(NC(=O)CN2N=C(c3ccccc3F)c3cc(Cl)ccc3S2(=O)=O)c(C)c1	7
COc1ccc(CNc2ccc(C(=O)O)cc2C)c(OC)c1	0
CCOc1ccc(C(=O)OCC(=O)NC(N)=O)cc1OCC	5
COc1ccc(CN(C)Cc2cc(=O)n3[nH]c(-c4cccc(C)c4)cc3n2)cc1	-2
Cc1ccc(-c2nc(CS(=O)(=O)CC3CCCO3)co2)c(C)c1 (stereo not drawn)	-18
c1ccc(-c2nnc(NN=C3CCCC3)c3ccccc23)cc1	5
COc1cc(OC)c2c(C)c(CC(=O)NCc3ccc4c(c3)OCO4)c(=O)oc2c1	8
Cc1ccc2c(c1)cc(C(=O)Nc1ccccc1)n2C	4
COc1ccc(S(=O)(=O)N2CCC[C@H]2C(=O)N2CCC[C@H]2C(=O)NCc2ccncc2)cc1C	-2

(further entries)
compound	LDHA block
Cc1ccc(S(=O)(=O)/C=C2\OCc3ccccc32)cc1	-2
O=C(C[C@H]1CC[C@H]2[C@@H](COC[C@@H](O)CN2Cc2cc(F)ccc2F)O1)NCc1ccc(Cl)cc1	-2
CCN(C(=O)C(=O)c1c(C)n(C)c2ccccc12)c1ccccc1	0
Cc1cc(C(=O)OCC(=O)c2cc(C)n(C)c2C)c2ccccc2n1	-16
CC(=O)Nc1ccc(C)c(NC(=O)C2(c3cccc(Br)c3)CC2)c1	11
CSc1ccccc1C(=O)Nc1ccc(F)cc1F	4
O=C(c1cccc(Br)c1)C(Cl)C(=O)c1cccc(Br)c1	12
COc1ccc(C(=O)OCc2nc(-c3ccc(F)cc3)no2)cc1S(=O)(=O)N1CCCCCC1	5
FC(F)(F)c1cccc(NC(=S)NCCC(c2ccccc2)c2ccccc2)c1	5
O=C(NCC(O)c1ccccc1C(F)(F)F)c1cccnc1 (stereo not drawn)	8
CC(C)(C)NC(=O)C(c1ccncc1)n1c(-c2ccc(C(F)(F)F)cc2)nc2ccccc21 (stereo not drawn)	-3
CC(=O)Nc1ccc(CNC2CCCCC2C(F)(F)F)cc1 (stereo not drawn)	-20
CSCCC(C(=O)NCc1ccccc1)n1c(C2CCN(C(C)=O)CC2)nc2ccccc21 (stereo not drawn)	-2
CC(C)C(=O)Nc1cccc(Cl)c1Cl	2
CCOC(=O)[C@]12CCCC=C1N(Cc1ccc(Cl)cc1Cl)C(=O)[C@H](CC(=O)NCCC(C)C)C2	3

Later entries:
compound	LDHA block
C/C(=N/n1c(C)csc1=NC(C)C)c1ccccc1	9
O=C(c1ccncc1)N1CCN(CC2CC=CCC2)CC1 (stereo not drawn)	-1
Cc1ccc2nc(NC(=O)c3nn(C(C)C)c(=O)c4ccccc34)sc2c1	6
CCOC(=O)CC1(C)Oc2ccccc2N1S(=O)(=O)c1ccc(C)cc1 (stereo not drawn)	1
COc1ccccc1Cc1c(-c2ccc(OC)c(OC)c2)nc2c(Cl)cc(C(F)(F)F)cn12	-1
COc1ccc(C)cc1NC(=O)CNC(=O)CNc1ccc(F)c(NC(C)=O)c1	29
Fc1ccccc1-c1nc(NC2CCCCC2)c2ccccc2n1	1
COc1ccc(NC(=O)c2oc3ccccc3c2NC(=O)c2nn(-c3cccc(C)c3)ccc2=O)cc1	-1
Cc1cccc(C(=O)N[C@@H](C)C(=O)O)c1	0
Cn1c(=O)c2c(ncn2CC(O)c2ccccc2)n(C)c1=O (stereo not drawn)	-3
COc1cc(C(=O)C(=O)N2CCN(c3ccccc3)CC2)cc(OC)c1OC	7
O=C(Nc1ccc(Cl)c(C(F)(F)F)c1)/C(=C/c1ccc(F)cc1)c1ccc(-c2ccccc2)cc1	0
Cn1cc(C2N=C(N)Nc3nc4ccccc4n32)c2cc(F)ccc21 (stereo not drawn)	2
COCCNC(=O)c1cc(-c2ccc(Cl)cc2)nc2ccccc12	3
O=C(Nc1nn[nH]n1)c1cccc(S(=O)(=O)N2CCCCCC2)c1	-6

Next structures follow.
compound	LDHA block
CCOC(=O)[C@]12CCCC=C1N(CCC1=CCCCC1)C(=O)[C@H](CC(=O)NCCC(C)C)C2	1
Cc1ccc(NC(=O)CCOc2cc(C)ccc2C)c(Br)c1	1
Cc1ccc2oc(-c3ccc(Cl)cc3)cc(=O)c2c1	2
COc1ccc(C(=O)Oc2ccc(C#N)cc2)cc1OC	-15
Cc1cccc(-n2c(C)nc3cc(C(=O)NCc4ccc(F)cc4)ccc32)c1	2
C#CCNC(=O)C[C@@H]1C[C@@]2(C(=O)OCC)CCC=C2N(Cc2cccc3ccccc23)C1=O	2
CC(Oc1ccccc1)C(=O)Nc1ccc(OCc2ccccc2)cc1 (stereo not drawn)	2
Cc1cc(C)c2ccc3nc(C)c(C)c3c2[nH]1	4
O=C(c1cc2c(c(-c3cccc(-c4ccc(F)cc4)c3)n1)[C@H](CCO)N(C(=O)c1ccc3c(c1)OCO3)C2)N1CCOCC1	-2
O=C(O)CCCc1nc2ccccc2c2nc(=O)c(-c3ccccc3)nn12	10
CN(C)C1CN(Cc2cn(Cc3ccc(C(F)(F)F)cc3)nn2)S(=O)(=O)C1 (stereo not drawn)	-4
O=C(NCCC(=O)N1CCCC1)c1cc(=O)[nH]c2ccccc12	6
O=C(Nc1ccc2c(c1)OCCO2)c1cc2cc(Br)ccc2[nH]1	-2
Cn1c(SCC(=O)Nc2ccc(Br)cc2)nnc1-c1ccccc1F	-1
Cn1nc(C(=O)NCc2cccc(Cl)c2)c2c1-c1ccccc1OC2	7

(list continues)
compound	LDHA block
CC(=O)N1CCN(CC(=O)Nc2sc3c(c2C(N)=O)CCC3)CC1	18
O=C(NCCCc1ccccc1)c1cc(=O)[nH]c2ccccc12	-8
Cc1ccc(-c2nc3ccccc3o2)cc1NC(=O)C1CC1	0
CN(C)CCCNc1nc(-c2ccc(Cl)cc2)c(CC(=O)O)s1	12
CC(C)c1ccc(S(=O)(=O)N2CCN(Cn3ncc4ccccc4c3=O)CC2)cc1	-12
Cc1ccc(CNS(=O)(=O)c2cc(-c3cc(C)no3)ccc2C)cc1	0
Fc1ccc(COc2ccc(-c3nnco3)cc2)c(Br)c1	-22
COc1ccc(C)cc1Nc1nc(N)c(C(=O)c2ccc(Br)cc2)s1	5
Cc1ccc(S(=O)(=O)N2C3CCCCC3O[C@H]2CC(=O)Oc2ccccc2)cc1 (stereo partly drawn)	1
COc1cc(-c2ccc3ncnc(NCCc4cnc[nH]4)c3c2)cc(OC)c1OC	3
CCC(C)(C)NC(=O)/C=C/c1ccc(OC)c(OC)c1	3

Assay outcomes from PubChem BioAssay.
